Bioassay records deposited in PubChem by several laboratories.
LAP4-GFP MLPCN = alters LAP4-GFP fluorescence in TOR pathway yeast screen; hit rate 0.34% among 320,000; S. cerevisiae LAP4-GFP multiplex, flow cytometry GFP, 3 h; median GFP as percent of DMSO wells; GFP response vs DMSO, % at 10 µM; AID 2023;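 active = GFP response vs DMSO above a set limit, about the screen mean plus 3 SD, cut at about 150% in these data; inconclusive = under 70 cell events counted for the yeast strain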
RPL19A-GFP yeast = alters RPL19A-GFP fluorescence in TOR pathway yeast screen. percent response vs DMSO, % at 10 µM. AID 2025. S. cerevisiae RPL19A-GFP strain, flow cytometry, 3 h; hits give low values. hit rate 0.3% among 330,000;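 active = percent response vs DMSO below 50%; inconclusive = fewer than 70 events counted for the yeast strain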;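 note: median channel GFP fluorescence of the barcoded RPL19A-GFP strain; ratio of sample median GFP to plate DMSO average so 100% = DMSO; lower means less RPL19A-GFP as with rapamycin TOR inhibition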
procasp3 activ = procaspase-3 (human) activation | AID 463141 | recombinant procaspase-3 D3A, Ac-DEVD-pNA absorbance 405 nm | P42574 | activation, % at 8.5 µM | hit rate 0.11% among 330,000;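 active = activation above the mean of all tested compounds plus 3 SD, cut at about 21% in these data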;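 note: 0% = DMSO alone and 100% = DMSO wells spiked with extra 5 µM PC-3 D3A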
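Evaluation: percent activation relative to control range; Material: Procaspase-3 D3A mutant, all three cleavage aspartates alanine; Compound: single dose, 8.5 µM nominal compound, 0.8% DMSO; Replication: one well per compound; Signal: absorbance at 405 nm, 0 and 120 min; Schedule: 1 h preincubation plus 2 h reaction at 25 °C.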
proCasp7 act = counter-screen for procaspase-3 activators: activators of human procaspase-7. P55210. recombinant procaspase-7, Ac-DEVD-pNA absorbance 405 nm; D23A/D198A/D206A triple mutant, cannot self-cleave; scale: DMSO 0, 5 µM enzyme 100. activation, % at 8.5 µM. hit rate 0.093% among 330,000;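 active = percent activation above the screen-wide mean plus 3 SD, cut at about 25% in these data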
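Assay system: Uncleavable procaspase-7 mutant enzyme / Input: 2 µM procaspase-7 mutant as dispensed / Dosing: single nominal 8.5 µM compound dose, 0.8% DMSO final / Timing: 1 h enzyme–compound preincubation and 2 h substrate reaction, both 25 °C / Detection: p-Nitroaniline absorbance at 405 nm, read at 0 and 120 min / Replication: singlicate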
EBNA-1 inhibitor = blocks EBNA-1 binding to DNA. EBNA-1 DNA binding, fluorescence polarization. inhibition, % at 14.8 µM. hit rate 0.34% among 300,000. AID 1950; in the data active = inhibition above about 28%
MEP2 TOR yeast = yeast TOR pathway MEP2-GFP modulation; hit rate 0.51% among 330,000; GFP response vs DMSO, % at 10 µM; S. cerevisiae MEP2-GFP strain, flow cytometry GFP, 3 h; 100% = DMSO control level;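 active = GFP response versus DMSO above a set limit, roughly screen mean plus 3 SD, cut at about 180% in these data; inconclusive = fewer than 70 cells counted for a yeast strain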;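 note: median GFP fluorescence of the barcode-gated MEP2-GFP cells per well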
AHR activator = human AHR activation; activation, % at 5 µM; AHR-responsive luciferase reporter cells, luminescence; hit rate 2.5% among 320,000; P35869; in the data active = activation above about 47%;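 note: 0% = vehicle wells and 100% = reference agonist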
ZTA counter = counter-screen for EBNA-1 inhibitors: inhibitors of Epstein-Barr virus ZTA; P03206; ZTA-DNA binding, fluorescence polarization; inhibition, % at 11 µM; hit rate 0.15% among 320,000; in the data active = inhibition above about 33%
* = called active by the depositor; u = inconclusive; x = not tested or not shown; & = joins results of further samples.

Fields – LAP4-GFP MLPCN	RPL19A-GFP yeast	procasp3 activ	proCasp7 act	EBNA-1 inhibitor	MEP2 TOR yeast	AHR activator	ZTA counter
- Cc1cnc(NC(=O)c2ccc(-c3ccc([N+](=O)[O-])cc3)o2)s1
  105.6	102.2	1.8	-11.5	x	103.0	14.2	-1.4
- CSc1sc(C(=O)NNC(C)=O)c2c1C1(CCC2)SCCS1
  108.4	99.6	2.2	11.8	8.8	100.8	5.9	14.9
- CCOC(=O)CP(=O)(c1ccccc1)c1ccccc1
  104.8	104.5	4.1	6.5	2.2	102.4	-1.1	4.2
- CC(=O)NC(Cc1ccc(C)cc1)C(=O)NC1CCN(S(=O)(=O)c2ccccc2)CC1 (stereo unspecified)
  92.4	104.5	0.6	8.3	-1.7	108.1	-1.3	-14.0
- COCCCNC(=O)CC(NCCCOC)C(=O)O (stereo unspecified)
  92.5	101.7	0.3	12.7	3.5	99.5	-1.8	-7.0
- CCOc1ccc(Br)cc1-c1noc(-c2cccs2)n1
  103.1	95.5	-5.3	10.7	9.1	98.3	35.7	28.2
- N/C(Cc1ccc([N+](=O)[O-])cc1)=N\OC(=O)COc1ccc2ccccc2c1
  106.6	103.1	0.8	-7.3	3.4	102.8	-1.7	6.2
- COc1ccc(C(=O)NCC(=O)Nc2ccc(F)cc2)cc1OC
  96.0	104.3	4.2	7.7	3.4	86.8	-1.4	4.3
- Cc1cc(S(=O)(=O)NC2CCCC2)ccc1F
  101.8	101.2	3.6	10.1	3.4	99.1	-1.0	18.3
- CC1CN(C2=N/C(=C/c3ccc4c(c3)OCO4)C(=O)N2)CC(C)O1 (stereo unspecified)
  93.9	101.4	2.7	3.5	7.8	94.4	45.1	8.3
- O=C(NCc1ccco1)c1c(F)c(F)c(F)c(C(=O)NCc2ccco2)c1F
  96.8	98.8	-1.2	-2.5	-1.7	103.7	2.3	1.0
- O=C(Nc1ccccc1Cl)c1cccs1
  90.2	98.4	0.8	3.1	-0.2	96.5	-8.3	-5.5
- C=CCNC(=S)NNC(=O)COc1ccc(Cl)cc1Cl
  93.4	96.8	-10.0	-27.9	-18.6	92.8	5.4	-0.1
- O=C(COC(=O)COc1cccc2ccccc12)NCC(F)(F)F
  106.6	102.7	5.9	8.7	3.8	99.8	7.9	10.6
- O=C(O)/C=C/C(=O)Nc1ccc(SC(F)(F)C(F)(F)C(F)(F)F)cc1
  147.7	95.1	-6.3	-3.5	-12.1	89.2	-0.1	-10.2
- Oc1[nH]c2ccc(Br)cc2c1N=Nc1nn[nH]n1
  104.5	101.5	1.5	0.0	2.5	96.7	16.2	8.8
- COc1cccc(NC(=O)CN(C)C(=O)c2ccc(OCc3ccccc3)c(OC)c2)c1
  93.8	97.4	-3.8	6.8	-3.4	99.9	-0.3	-6.7
- CC(=O)Cc1cc2cc([N+](=O)[O-])ccc2oc1=O
  109.2	97.6	-0.1	1.8	-1.5	89.0	0.1	3.1
- O=C(CSc1nnc2ccc(-c3ccc(F)cc3)nn12)NCC1CCCO1 (stereo unspecified)
  101.6	96.4	-1.2	4.3	-6.5	97.4	3.4	-9.4
- COc1ccccc1NC(=O)CN1CCN(CC(=O)Nc2ccccc2Cl)CC1
  89.9	99.8	1.8	-12.9	-10.9	100.8	8.8	9.4
- CC(=O)c1cccc(OCC(O)CNCC2COc3ccccc3O2)c1 (stereo unspecified)
  90.2	105.0	-10.6	-6.5	-21.7	85.8	7.0	-1.3
- COc1ccc(CNC(C)(C)C)cc1Cl
  89.4	91.7	0.7	2.3	2.5	96.4	-0.6	10.5
- CC1(C)Cc2c(cnn2-c2cccc(F)c2)C(NC(=O)c2csnn2)C1 (stereo unspecified)
  94.1	101.7	-6.5	-1.3	1.4	92.9	-2.2	-6.1
- Fc1ccc(CSc2ncnc3sc4c(c23)CCCC4)cc1
  77.0	95.3	-0.8	9.7	7.7	91.1	19.8	-0.7
- COc1ccccc1CNC(=O)C1CCCN(S(=O)(=O)c2ccc3c(c2)C(C)(C)C(=O)N3C)C1 (stereo unspecified)
  105.3	102.2	4.9	-5.2	-0.9	107.9	-0.4	-0.3
- CN(C)c1ccc(Sc2nnc(NC(=O)Nc3ccc(Cl)cc3Cl)s2)cc1
  99.7	104.4	-5.4	-0.6	-3.9	103.3	0.8	1.6
- COc1ccc(-n2c(N)c(C(=O)NCc3ccco3)c3nc4ccccc4nc32)cc1OC
  84.7	96.2	11.8	32.0*	0.8	101.0	-0.6	13.9
- CC1CCN(C(C(=O)Nc2ccc3c(c2)OCO3)c2ccccc2)CC1 (stereo unspecified)
  101.0	102.8	13.9	9.4	3.6	98.2	47.9*	-10.3
- CN(CCC#N)S(=O)(=O)c1cc2c3c(c1)CCN3C(=O)CC2
  95.2	100.3	1.7	-1.5	-3.2	99.6	-1.1	-22.5
- COc1cc(/C=N/NC(=O)c2ccncc2)ccc1OC(C)=O
  99.5	103.1	5.0	5.0	1.9	110.2	7.8	-7.5
- COCCCN1CN=C(Nc2nc3ccccc3o2)NC1
  96.9	98.2	4.6	12.0	-3.8	97.8	9.3	-6.5
- Cc1csc2cc(-c3cccc([N+](=O)[O-])c3)c(-c3cccc([N+](=O)[O-])c3)c[n+]12
  105.1	100.7	-1.1	6.3	0.3	109.3	0.9	-13.3
- COc1ccc(CC(=O)Oc2ccccc2[N+](=O)[O-])cc1
  76.9	105.1	-0.4	-4.6	7.1	103.5	-0.5	-6.1
- CCOc1ccc(OCCC(=O)OCC(=O)NC2CC2)cc1
  99.3	100.7	-8.3	-5.3	-6.2	103.4	-1.8	-11.2
- Cc1ccc(CN2CCCN(Cc3cc(C)ccc3C)S2(=O)=O)cc1
  103.0	102.5	8.8	2.7	-1.0	107.1	3.5	-3.0
- COc1ccccc1C(=O)NCC(=O)NC1CCCc2ccccc21 (stereo unspecified)
  u	u	1.9	0.1	-1.5	u	6.1	5.8
- Cc1cc(C)c(S(=O)(=O)N2CCCCC2CCNC(=O)C(=O)NCc2ccco2)c(C)c1 (stereo unspecified)
  104.3	97.3	-2.1	7.1	-6.3	98.7	-3.5	0.8
- O=C(Nc1ccc2ccccc2c1)c1ccccc1F
  84.7	106.6	0.7	11.1	1.2	102.0	13.2	-6.2
- CCC(=O)Oc1ccc(C2N(C(=O)CC)CCN2S(=O)(=O)c2ccc(C)cc2)cc1OC (stereo unspecified)
  95.0	97.5	-0.1	0.5	-6.4	100.6	3.5	-12.8
- CCN1CC(CNC(=O)c2ccc3nc(Cc4cccc(Cl)c4)oc3c2)CC1=O (stereo unspecified)
  96.8	99.2	0.5	-0.5	-1.9	100.0	1.2	15.3
- O=C(CCNC(=O)Cn1ccc2ccccc2c1=O)NCCC1=CCCCC1
  103.5	101.8	2.5	8.4	8.0	102.7	-1.2	0.6
- CCOC(=O)CNc1ccc(C(=O)OCC)cc1[N+](=O)[O-]
  99.9	103.4	1.0	-2.3	0.8	103.3	-0.8	12.9
- COc1cc(NC(=O)COc2cc(C)cc3oc(=O)c(C)c(C)c23)cc(OC)c1OC
  90.0	99.2	-4.9	-0.2	5.7	110.2	3.5	7.8
- C/C(Cl)=C/Cc1c(C)[nH]c2c(ccc3ccccc32)c1=O
  93.1	103.0	-1.0	14.0	-3.8	97.7	20.5	-25.8
- CC1S/C(=N/N=C2CCCCC2)NC1=O (stereo unspecified)
  107.4	105.0	10.1	12.3	-11.6	102.8	14.8	-9.1
- Cc1cc(C(=O)CSc2nnc(-c3cccnc3)n2-c2ccccc2)c(C)n1CC1CCCO1 (stereo unspecified)
  99.5	101.7	-2.8	-5.5	9.9	93.8	-4.0	1.4
- O=S(=O)(c1ccc2c(c1)OCCO2)N1CCC(c2nc3ccccc3s2)CC1
  103.6	102.1	9.2	-3.0	15.5	107.5	0.6	-7.8
- O=C(C[C@H]1C/C=C\CC[C@H](Cc2ccc(F)cc2)C(=O)O[C@@H](c2ccccc2)CNC1=O)N[C@@H](CO)Cc1ccccc1
  98.9	95.3	-2.5	5.8	x	96.7	-0.3	x
- Nc1ccc(S(=O)(=O)NC2(C(F)(F)F)NC(=O)N(c3ccccc3F)C2=O)cc1 (stereo unspecified)
  97.6	100.9	-4.5	1.6	-4.7	103.2	-0.2	-14.3
- CC(CC(=O)Nc1ccccc1)n1ccnc1 (stereo unspecified)
  97.1	105.4	4.4	5.0	-2.7	110.3	9.6	-5.7
- Cc1nn(C)cc1CNC(=O)C1C2CCC(C2)C1C(=O)O (stereo unspecified)
  108.9	102.8	-5.3	-5.0	-18.8	117.6	-1.6	-14.2
- CC(=O)c1c(N2CCN(C)CC2)nc(=S)n(-c2cc(C)ccc2C)c1C
  105.4	102.1	-3.4	6.6	7.6	112.0	-2.0	-11.6
- CCn1cc(C(=O)NCC(=O)OC)c2cc(OC)c(OC)cc2c1=O
  94.2	96.8	4.7	2.6	-2.4	91.9	0.0	-6.8
- CCOC(=O)c1c(-c2ccc(C)o2)csc1NC(=S)NC(=O)c1ccc(F)cc1
  104.2	101.1	10.6	4.3	28.2*	103.5	8.7	14.6
- O=[N+]([O-])c1cccc(N(CC(O)CN2CCCC2)S(=O)(=O)c2ccccc2)c1 (stereo unspecified)
  97.4	97.1	6.4	2.8	-6.1	106.0	-3.1	-4.6
- CN1C(=O)CC(N2CCN(CC(=O)N3CCCC3)CC2)C1=O (stereo unspecified)
  88.5	89.0	-4.9	5.0	0.3	97.0	-0.3	3.0
- O=C(N/N=C/c1coc2ccccc2c1=O)c1ccc(Cl)cc1
  112.5	110.0	-0.8	1.2	-5.5	100.7	10.8	-23.7
- c1cnc2c(c1)ccc1cccnc12
  123.8&117.9	106.0&99.0	3.7&6.0	5.8&2.5	0.5&2.5	113.0&88.8	2.0&1.4	6.6&19.5
- Cc1ccc(CNC(=O)CCCn2c(=O)[nH]c3ccccc3c2=O)cc1
  102.4	97.8	-3.1	-6.3	-13.0	97.8	1.3	7.3
- Cc1cc(=O)[nH]c(-n2[nH]c3c(c2=O)CCCC3)n1
  102.5	100.1	1.9	10.2	4.9	100.2	5.9	-11.6
- CC(=O)c1ccc(N2CCN(C(=O)c3ccc(NC4=NC5CS(=O)(=O)CC5S4)cc3)CC2)cc1 (stereo unspecified)
  88.2	102.8	13.1	2.4	-6.2	93.7	0.3	-4.0
- C=CCNc1nc(C(=O)OCC(=O)NCc2cccc(Cl)c2)cs1
  94.5	92.1	0.3	-11.3	x	95.5	-1.7	-6.1
- CC1(C)CC2CC(C)(CN2S(=O)(=O)c2ccc(F)cc2F)C1 (stereo unspecified)
  89.6	94.6	5.6	0.4	x	95.9	-0.9	-2.3

Structures from the list above that contain a CF3 group, in the order listed:
Fields – LAP4-GFP MLPCN	RPL19A-GFP yeast	procasp3 activ	proCasp7 act	EBNA-1 inhibitor	MEP2 TOR yeast	AHR activator	ZTA counter
- O=C(COC(=O)COc1cccc2ccccc12)NCC(F)(F)F
  106.6	102.7	5.9	8.7	3.8	99.8	7.9	10.6
- O=C(O)/C=C/C(=O)Nc1ccc(SC(F)(F)C(F)(F)C(F)(F)F)cc1
  147.7	95.1	-6.3	-3.5	-12.1	89.2	-0.1	-10.2
- Nc1ccc(S(=O)(=O)NC2(C(F)(F)F)NC(=O)N(c3ccccc3F)C2=O)cc1 (stereo unspecified)
  97.6	100.9	-4.5	1.6	-4.7	103.2	-0.2	-14.3
